Scp1 inh – blocks human Scp-1 phosphatase activity | Q9GZU7 | Recombinant Scp1, phosphopeptide, malachite green phosphate absorbance | inhibition, % at 20 µM | 340,000 compounds, 0.88% hits | AID 493091;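 active = inhibition above about 50% at 20 µM, limit read from the data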;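 note: plate controls were DMSO wells with enzyme for no effect and wells lacking enzyme for full effect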
Target sequence (Q9GZU7 76-261 limits assumed): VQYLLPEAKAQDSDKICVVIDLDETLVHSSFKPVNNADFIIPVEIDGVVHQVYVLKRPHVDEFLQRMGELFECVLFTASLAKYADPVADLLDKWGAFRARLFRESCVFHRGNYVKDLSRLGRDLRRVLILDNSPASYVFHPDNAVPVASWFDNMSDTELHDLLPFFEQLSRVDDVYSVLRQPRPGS
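assay system = SCP-1 phosphatase catalytic domain, residues 76-261 | buffer or medium = 50 mM Tris acetate pH 5.5, 0.005% Tween-20, 10 mM MgCl2 | incubation = enzyme reaction 45 min at room temperature, colour 5 min, stabilisation 30 min | signal = Phosphate-binding colour reagent, absorbance read at 630 nm | measure = % inhibition at 20 µM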
TbMetRS inhib – blocks T. brucei methionyl-tRNA synthetase activity | purified T. brucei MetRS, ATP depletion, Kinase-Glo luminescence | inhibition, % at 11.9 µM | 360,000 compounds, 0.4% hits;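 active = inhibition above a per-plate cutoff of the control wells' mean inhibition plus 3 SD, cut at about 5.5% in these data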;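 note: 0% = DMSO wells median and 100% = median of wells with control inhibitor compound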
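Assay system: T. brucei methionyl-tRNA synthetase, purified | Medium: HEPES buffer with MgCl2, KCl, DTT, spermine, BSA, pyrophosphatase | Compound: 11.9 µM single point | Incubation: 15 min enzyme-compound preincubation, 2 h reaction, 10 min detection, 25 °C | Measured by: Kinase-Glo luciferase luminescence reporting remaining unconsumed ATP | Measure: % inhibition normalized to control-well medians | Replication: Singlicate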
STEP inh – STEP (human) phosphatase inhibition; inhibition, % at 20 µM; AID 588621; recombinant STEP, OMFP fluorogenic substrate, fluorescence; 360,000 compounds, 0.25% hits;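 active = inhibition at 20 µM, scaled per plate between control wells, above about 37%, limit read from the data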;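 note: 0% = DMSO with enzyme and substrate and 100% = substrate only without enzyme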
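Material: STEP (striatal-enriched tyrosine phosphatase) enzyme, cell-free | Medium: 50 mM Bis-Tris pH 6.0 with 2.5 mM DTT and 0.005% Tween 20 | Read-out: Percent inhibition scaled to no-enzyme and uninhibited-enzyme controls, plate-pattern corrected | Signal: Fluorescence read at 480 nm ex / 540 nm em | Times: 20 min reaction, room temperature, in the dark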
Neddylation inh – blocks human cullin neddylation; P61081+Q13564; TR-FRET cullin neddylation, biochemical; calls only at 25 µM; 360,000 compounds, 0.58% hits; in the data active = inhibition above about 36%
LMPTP block – blocks human LMPTP phosphatase. P24666. recombinant LMPTP-A, OMFP fluorogenic substrate, fluorescence intensity. inhibition, % at 20 µM. 360,000 compounds, 0.22% hits. AID 651560;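 active = compounds that cut the enzyme signal by at least half of the control window in the single-dose screen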;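 note: plate controls were DMSO wells with enzyme plus substrate for no effect and substrate without enzyme for full effect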
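Material: LMPTP-A; amount: 0.625 nM enzyme; doses: single 20 µM dose; times: reaction 50 min, room temperature, dark; technique: fluorescence intensity of OMFP turnover product; benchmarks: no-enzyme and uninhibited controls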
DNMT1 block – DNMT1 (human) enzyme inhibition; 360,000 compounds, 0.83% hits; inhibition (reported as % activation of signal), % at 10 µM; P26358; DNMT1 molecular beacon, Hinp1I cleavage, fluorescence; in the data active = inhibition above about 50%
CendR NRP1 mod – alters CendR peptide binding to human NRP-1. O14786. FAM-RPARPAR peptide binding to NRP-1, fluorescence polarization. inhibition, % at 25 µM. 360,000 compounds, 0.85% hits. AID 602438;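 active = inhibition or corrected inhibition above about 18%, plus a signal ratio from 0.5 to 1.5, limit read from the data, passing the limit was not always enough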; note: strong numbers were not always called active
Target sequence (O14786 whole entry, looked up): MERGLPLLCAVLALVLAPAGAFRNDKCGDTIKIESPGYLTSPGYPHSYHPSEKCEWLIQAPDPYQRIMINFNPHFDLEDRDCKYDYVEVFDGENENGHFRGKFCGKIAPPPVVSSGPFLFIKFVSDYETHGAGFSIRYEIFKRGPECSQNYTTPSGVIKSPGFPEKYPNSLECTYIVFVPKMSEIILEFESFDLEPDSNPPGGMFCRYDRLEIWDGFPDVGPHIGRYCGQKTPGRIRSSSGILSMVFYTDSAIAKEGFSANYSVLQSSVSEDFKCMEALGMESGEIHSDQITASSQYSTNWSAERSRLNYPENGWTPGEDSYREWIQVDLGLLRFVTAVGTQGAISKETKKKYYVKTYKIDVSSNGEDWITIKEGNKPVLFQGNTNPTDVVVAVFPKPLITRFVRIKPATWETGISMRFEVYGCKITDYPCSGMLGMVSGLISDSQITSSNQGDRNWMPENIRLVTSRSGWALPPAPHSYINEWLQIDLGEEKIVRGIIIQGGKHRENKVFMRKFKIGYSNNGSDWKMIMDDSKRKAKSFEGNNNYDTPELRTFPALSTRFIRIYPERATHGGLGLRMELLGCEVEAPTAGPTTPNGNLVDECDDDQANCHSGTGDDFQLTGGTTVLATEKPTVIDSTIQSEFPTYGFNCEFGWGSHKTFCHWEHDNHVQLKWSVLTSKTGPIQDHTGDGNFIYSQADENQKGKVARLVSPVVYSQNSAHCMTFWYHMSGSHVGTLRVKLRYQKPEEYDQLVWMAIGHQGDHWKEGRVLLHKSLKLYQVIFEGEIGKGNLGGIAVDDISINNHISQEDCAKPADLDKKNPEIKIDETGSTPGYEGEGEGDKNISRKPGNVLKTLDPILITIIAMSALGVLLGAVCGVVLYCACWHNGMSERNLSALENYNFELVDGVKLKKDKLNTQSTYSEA
SKN-1 inh – blocks SKN-1 activity in C. elegans; inhibition, % at 21.8 µM; C. elegans VP596 Pgst-4::GFP/RFP ratio, acrylamide-induced, 24 h; 360,000 compounds, 0.49% hits;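 active = interference check ratio from 0.5 to 1.5 plus GFP to RFP signal ratio inhibition reaching or exceeding a fixed threshold, cut at about 30% in these data, passing the limit was not always enough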; note: some compounds called inactive have numbers as strong as hits
NadD block – NadD (S. aureus) enzyme inhibition | AID 602399 | 360,000 compounds, 0.78% hits | purified NadD enzyme, colorimetric absorbance read-out | inhibition, % at 20 µM; in the data active = inhibition above about 26%; note: some compounds past the cut are filed as inactive
SUMO1 PPI mod – modulators of human SUMO1-mediated protein-protein interactions | inhibition, % at 20 µM | 360,000 compounds, 0.33% hits | SUMO1 binding to a labelled peptide, TR-FRET, 1 h; in the data active = inhibition above about 37%
Numbers without * were called inactive. Hits appear at their usual frequency; any-hit rate near 4.6%.

Screening O=C1NC(=S)S/C1=C\c1coc2ccccc2c1=O returned Scp1 inh -1, TbMetRS inhib -0.2, STEP inh 0, Neddylation inh inactive, LMPTP block -1.4, DNMT1 block 36, CendR NRP1 mod -246, SKN-1 inh -2, NadD block 1 and SUMO1 PPI mod -2.
COc1ccc(C2CC(c3ccccc3)=NN2c2ccc(/C=N/NC(=O)c3ccncc3)cc2)cc1 (stereo not drawn) was read as Scp1 inh -7, TbMetRS inhib -0.3, STEP inh -2, Neddylation inh inactive, LMPTP block 0.9, DNMT1 block -2, CendR NRP1 mod 3, SKN-1 inh 7, NadD block -6 and SUMO1 PPI mod -3.
`COc1cccc(C2/C(=C(/O)c3ccccc3)C(=O)C(=O)N2Cc2ccco2)c1` (stereo not drawn) gave Scp1 inh -11, TbMetRS inhib -0.2, STEP inh 3, Neddylation inh inactive, LMPTP block 2.3, DNMT1 block 1, CendR NRP1 mod -16, SKN-1 inh 4, NadD block 7 and SUMO1 PPI mod 3.
Cc1ccc2c(c1)C=CC(C)(C)S2(=O)=O was read as Scp1 inh -6, TbMetRS inhib -0.6, STEP inh -2, Neddylation inh inactive, LMPTP block -3.6, DNMT1 block 3, CendR NRP1 mod -8, SKN-1 inh -7, NadD block -2 and SUMO1 PPI mod -5.
CCOC(=O)c1ccc2[nH]c(C)c(CCC(C)=O)c(=O)c2c1 was read as Scp1 inh -8, TbMetRS inhib -0.2, STEP inh 6, LMPTP block -1.4, DNMT1 block -1, CendR NRP1 mod 5, SKN-1 inh 10, NadD block 4 and SUMO1 PPI mod 1.
For CCCN(CCC)C(=O)CC(c1ccccc1)c1cc(C)ccc1O (stereo not drawn) the results were Scp1 inh -11, TbMetRS inhib -0.3, STEP inh 3, Neddylation inh inactive, LMPTP block 1.2, DNMT1 block -2, CendR NRP1 mod 10, SKN-1 inh -2, NadD block -6 and SUMO1 PPI mod -2.
For COc1ccccc1NCC(=O)Nc1cc(S(=O)(=O)N2CCOCC2)ccc1N1CCOCC1 the results were Scp1 inh -3, TbMetRS inhib -1.2, STEP inh -1, Neddylation inh inactive, LMPTP block 0.2, DNMT1 block 1, CendR NRP1 mod 2, SKN-1 inh -1, NadD block 2 and SUMO1 PPI mod 0.
For O=S(=O)(c1ccc2c(c1)OCCO2)N1CCC(n2nnc3cc(F)ccc32)CC1 the results were Scp1 inh -11, TbMetRS inhib -0.6, STEP inh 2, Neddylation inh inactive, LMPTP block -0.7, DNMT1 block -4, CendR NRP1 mod 3, SKN-1 inh -2, NadD block 1 and SUMO1 PPI mod 1.
For C[C@H](CO)N1C[C@H](C)[C@@H](CN(C)Cc2cccc3c2OCCCO3)OCc2cnnn2CCCC1=O the results were TbMetRS inhib 0.1, STEP inh -1, Neddylation inh inactive, LMPTP block -2.0, DNMT1 block 3, CendR NRP1 mod 8, SKN-1 inh 5, NadD block 1 and SUMO1 PPI mod 7.
For COc1ccc(S(=O)(=O)N(CCc2ccccc2)CC(N)=O)cc1 the results were Scp1 inh 5, TbMetRS inhib -1.2, STEP inh -1, Neddylation inh inactive, LMPTP block 5.1, DNMT1 block 3, CendR NRP1 mod 3, SKN-1 inh -8, NadD block -4 and SUMO1 PPI mod 1.
CC(O)(c1ccc(F)c(F)c1)c1nc(-c2cccc(C(=O)O)c2)cs1 (stereo not drawn) was read as TbMetRS inhib 0.0, STEP inh -4, Neddylation inh inactive, LMPTP block 1.1, DNMT1 block -2, CendR NRP1 mod -10, SKN-1 inh -9, NadD block -4 and SUMO1 PPI mod 25.
Screening Cc1cc(NC(=S)NC(=O)c2ccccc2)ccc1-c1cc2ccccc2oc1=O returned Scp1 inh -4, TbMetRS inhib 0.1, STEP inh 2, Neddylation inh inactive, LMPTP block 0.1, DNMT1 block 25, CendR NRP1 mod -10, SKN-1 inh 2, NadD block 14 and SUMO1 PPI mod 2.
`COCCn1c(SCC(=O)N2CCCCC2)nc2c(c1=O)SC(C)C2` (stereo not drawn) gave Scp1 inh -2, TbMetRS inhib 0.9, STEP inh 0, Neddylation inh inactive, LMPTP block -0.8, DNMT1 block 1, CendR NRP1 mod -8, SKN-1 inh 0, NadD block 0 and SUMO1 PPI mod -5.
COc1ccc(-c2[nH]ncc2CN2CCC(N3CCSCC3)CC2)cc1F was read as Scp1 inh -9, TbMetRS inhib -0.6, STEP inh -4, Neddylation inh inactive, LMPTP block -1.4, DNMT1 block 1, CendR NRP1 mod 8, SKN-1 inh 8, NadD block -2 and SUMO1 PPI mod -1.
CCN(CC)S(=O)(=O)c1ccc(NC(=O)CSc2cccc[n+]2[O-])cc1 was read as Scp1 inh -8, TbMetRS inhib -0.4, STEP inh -3, Neddylation inh inactive, LMPTP block -0.9, DNMT1 block 3, CendR NRP1 mod 5, SKN-1 inh -6, NadD block 0 and SUMO1 PPI mod -1.
Screening CC1(c2ccc(OC(F)F)cc2)NC(=O)N(CC(=O)Nc2cccc(S(N)(=O)=O)c2)C1=O (stereo not drawn) returned Scp1 inh 19, TbMetRS inhib -0.6, STEP inh -2, Neddylation inh inactive, LMPTP block 0.2, DNMT1 block -1, CendR NRP1 mod 0, SKN-1 inh -5, NadD block -16 and SUMO1 PPI mod -3.
For CSC(=S)N/N=C/c1ccccc1 the results were Scp1 inh -4, TbMetRS inhib -0.3, STEP inh 0, Neddylation inh inactive, LMPTP block 0.9, DNMT1 block -1, CendR NRP1 mod 6, SKN-1 inh -11, NadD block 3 and SUMO1 PPI mod -3.
`CC1CN(C(=O)CCNC(=O)c2ccccc2Cl)CC(C)O1` (stereo not drawn) gave Scp1 inh -2, TbMetRS inhib -0.4, STEP inh 0, Neddylation inh inactive, LMPTP block -0.5, DNMT1 block -1, CendR NRP1 mod -8, SKN-1 inh 5, NadD block -3 and SUMO1 PPI mod 2.
For Cc1c(NC(=O)CN2C(=O)c3cccc4cccc2c34)c(=O)n(-c2ccccc2)n1C the results were Scp1 inh -8, TbMetRS inhib -0.4, STEP inh -1, Neddylation inh inactive, LMPTP block 0.7, DNMT1 block -7, CendR NRP1 mod -1, SKN-1 inh 2, NadD block 6 and SUMO1 PPI mod -11.
Screening CC1(C)CC(=O)C(C(=O)c2ccccc2)C(=O)C1 returned Scp1 inh -5, TbMetRS inhib -0.6, STEP inh -5, Neddylation inh inactive, LMPTP block -0.4, DNMT1 block 0, CendR NRP1 mod -6, SKN-1 inh -3, NadD block 3 and SUMO1 PPI mod 0.
O=C(O)CCC(=O)N1N=C(c2cccs2)CC1c1cccc([N+](=O)[O-])c1 (stereo not drawn) was read as Scp1 inh -6, TbMetRS inhib -1.8, STEP inh 2, Neddylation inh inactive, LMPTP block -0.3, DNMT1 block -3, CendR NRP1 mod -3, SKN-1 inh 1, NadD block -3 and SUMO1 PPI mod -10.
Screening Cc1cc(/C=C2\SC(=S)NC2=O)c(C)n1-c1cccc(O)c1 returned Scp1 inh -5, TbMetRS inhib 0.1, STEP inh -7, Neddylation inh inactive, LMPTP block 4.9, DNMT1 block -1, CendR NRP1 mod -220, SKN-1 inh 10, NadD block 30* and SUMO1 PPI mod 4.
`COc1cc(CNCc2ccc(SC)cc2)cc(OC)c1` gave Scp1 inh -8, TbMetRS inhib -0.6, STEP inh 1, Neddylation inh inactive, LMPTP block -1.1, DNMT1 block -2, CendR NRP1 mod 5, SKN-1 inh 0, NadD block -13 and SUMO1 PPI mod 1.
Screening Cc1ccc(-c2cc(C(=O)OCC(=O)Nc3cc(C)on3)c3ccccc3n2)c(C)c1 returned Scp1 inh -2, TbMetRS inhib -0.5, STEP inh -2, Neddylation inh inactive, LMPTP block 4.1, DNMT1 block 2, CendR NRP1 mod 3, SKN-1 inh -7, NadD block -4 and SUMO1 PPI mod -2.
`O=C(CCl)Nc1cccc(CP(=O)(c2ccccc2)c2ccccc2)c1` gave Scp1 inh 20, TbMetRS inhib -0.9, STEP inh 0, Neddylation inh inactive, LMPTP block -2.0, DNMT1 block 0, CendR NRP1 mod 4, SKN-1 inh -14, NadD block 0 and SUMO1 PPI mod 3.
Screening CCCCCCn1c(=O)n2n(c1=O)[C@@H]1CN(S(=O)(=O)c3ccc(C)cc3)C[C@]1(O)[C@@H](OC(=O)NCc1ccco1)C2 returned TbMetRS inhib 0.3, STEP inh 0, Neddylation inh inactive, LMPTP block 1.7, DNMT1 block 2, CendR NRP1 mod -12, SKN-1 inh 1, NadD block -4 and SUMO1 PPI mod -3.
COc1cc2[nH]c(=O)n(CCCCCC(=O)N3CC=C(c4ccccc4)CC3)c(=O)c2cc1OC was read as Scp1 inh 0, TbMetRS inhib -0.8, STEP inh 0, Neddylation inh inactive, LMPTP block 0.9, DNMT1 block -4, CendR NRP1 mod 4, SKN-1 inh -7, NadD block -9 and SUMO1 PPI mod 19.
Screening CCN(CC)CCN(Cc1cc2cc3c(cc2[nH]c1=O)OCO3)C(=S)NCc1ccco1 returned Scp1 inh -4, TbMetRS inhib 1.5, STEP inh 4, Neddylation inh inactive, LMPTP block 4.3, DNMT1 block -4, CendR NRP1 mod -6, SKN-1 inh -4, NadD block 1 and SUMO1 PPI mod 3.
Screening COc1ccccc1NC(=O)Nc1nc(CC(=O)N2CCN(c3ccccc3)CC2)cs1 returned Scp1 inh 5, TbMetRS inhib -0.3, STEP inh -1, Neddylation inh inactive, LMPTP block 1.1, DNMT1 block -5, CendR NRP1 mod 6, SKN-1 inh 8, NadD block 5 and SUMO1 PPI mod -1.
Screening COc1ccc(-c2cc(C(=O)NC(C(=O)O)C(C)C)c(C)o2)cc1OC (stereo not drawn) returned Scp1 inh -2, TbMetRS inhib -0.3, STEP inh -3, Neddylation inh inactive, LMPTP block -0.2, DNMT1 block 0, CendR NRP1 mod 5, SKN-1 inh -4, NadD block -3 and SUMO1 PPI mod 4.

3 structures already listed, sorted by number of heavy atoms, descending.
For COc1ccccc1NCC(=O)Nc1cc(S(=O)(=O)N2CCOCC2)ccc1N1CCOCC1 the results were Scp1 inh -3, TbMetRS inhib -1.2, STEP inh -1, Neddylation inh inactive, LMPTP block 0.2, DNMT1 block 1, CendR NRP1 mod 2, SKN-1 inh -1, NadD block 2 and SUMO1 PPI mod 0.
For O=S(=O)(c1ccc2c(c1)OCCO2)N1CCC(n2nnc3cc(F)ccc32)CC1 the results were Scp1 inh -11, TbMetRS inhib -0.6, STEP inh 2, Neddylation inh inactive, LMPTP block -0.7, DNMT1 block -4, CendR NRP1 mod 3, SKN-1 inh -2, NadD block 1 and SUMO1 PPI mod 1.
Screening Cc1cc(/C=C2\SC(=S)NC2=O)c(C)n1-c1cccc(O)c1 returned Scp1 inh -5, TbMetRS inhib 0.1, STEP inh -7, Neddylation inh inactive, LMPTP block 4.9, DNMT1 block -1, CendR NRP1 mod -220, SKN-1 inh 10, NadD block 30* and SUMO1 PPI mod 4.
